NALP1 inh – inhibitors of NALP1 inflammasome in yeast. S. cerevisiae NALP1/ASC/caspase-1 growth, X-gal OD620, 72 h. inhibition, % at 10 µM. 280,000 tested, 0.61% active. AID 2071; in the data active = inhibition mostly above about 24%, no sharp cut-off; inactive = mostly below about 32%; note: some compounds called inactive have numbers as strong as hits
PHOSPHO1 block – blocks human PHOSPHO1 phosphatase activity; Q8TCT1; 290,000 tested, 1.1% active; recombinant PHOSPHO1, absorbance phosphatase assay; inhibition, % at 13.3 µM; in the data active = inhibition above about 60%
GPR7 antag – human neuropeptides B/W receptor 1 antagonism; P48145; AID 1861; 290,000 tested, 1.1% active; GPR7-expressing cells, fluorescence antagonist assay; inhibition, % at 4.4 µM; in the data active = inhibition above about 16%, passing the limit was not always enough;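 note: cells stimulated with the agonist NPW; 0% = agonist with vehicle and 100% = vehicle without agonist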
Target sequence (P48145 whole entry, looked up): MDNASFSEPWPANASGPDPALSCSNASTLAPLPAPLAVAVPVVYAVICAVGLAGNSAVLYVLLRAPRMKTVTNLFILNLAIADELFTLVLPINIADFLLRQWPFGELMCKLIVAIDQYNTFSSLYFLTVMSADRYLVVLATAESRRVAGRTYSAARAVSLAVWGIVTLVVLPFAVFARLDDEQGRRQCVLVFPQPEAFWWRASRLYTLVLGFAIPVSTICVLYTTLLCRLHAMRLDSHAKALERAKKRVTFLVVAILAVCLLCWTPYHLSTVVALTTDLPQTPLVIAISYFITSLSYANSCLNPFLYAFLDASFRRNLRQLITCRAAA
MEKK3 PB1 HTS – modulators (inhibitors or enhancers) of MEK5 binding to human MEKK3 PB1 domain. Q99759. bead-based flow cytometry, Alexa488-MEK5 binding to MEKK3; actives lie on both sides; 0 = blocked by unlabeled MEK5, 100 = vehicle. binding response (% of control), % at 10 µM. 290,000 tested, 1.4% active. AID 1529;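 active = binding response more than 3 SD above or below the average of its plate-row segment, actives on both sides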;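 note: Alexa488 bead fluorescence after subtracting the streptavidin-only scavenger bead signal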
Target sequence (Q99759 whole entry, looked up, the tested form may be a part): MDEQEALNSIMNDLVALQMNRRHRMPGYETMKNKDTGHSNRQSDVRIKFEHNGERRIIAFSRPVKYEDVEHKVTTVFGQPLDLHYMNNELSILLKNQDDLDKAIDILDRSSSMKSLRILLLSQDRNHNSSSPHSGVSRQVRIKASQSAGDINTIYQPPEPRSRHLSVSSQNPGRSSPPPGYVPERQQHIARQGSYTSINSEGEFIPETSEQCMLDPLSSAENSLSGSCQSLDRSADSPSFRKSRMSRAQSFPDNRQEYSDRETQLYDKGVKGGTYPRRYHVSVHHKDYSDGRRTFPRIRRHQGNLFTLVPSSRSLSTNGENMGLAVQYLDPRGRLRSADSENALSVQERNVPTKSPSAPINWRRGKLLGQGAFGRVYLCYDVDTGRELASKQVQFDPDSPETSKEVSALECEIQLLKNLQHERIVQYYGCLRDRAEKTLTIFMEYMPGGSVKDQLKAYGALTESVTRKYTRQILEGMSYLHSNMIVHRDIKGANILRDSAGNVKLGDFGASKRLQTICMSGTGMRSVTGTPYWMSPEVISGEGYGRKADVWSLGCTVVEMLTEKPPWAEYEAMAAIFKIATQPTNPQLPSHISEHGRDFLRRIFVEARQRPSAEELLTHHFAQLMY
GalR3 antagonist – blocks the human galanin receptor 3 | inhibition, % at 3 µM | AID 651719 | HEK293 GalR3-CNG cAMP membrane potential fluorescence; galR3 body fused to GalR1 C-terminus | O60755 | 360,000 tested, 0.44% active;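 active = inhibition above the screen-wide average plus 3 SD, cut at about 13% in these data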;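 note: forskolin and galanin both at EC90 stimulate the cells; cAMP rise reported by CNG channel membrane potential dye signal; 0% = forskolin plus galanin with DMSO and 100% = forskolin alone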
OXTR ag – activates the human oxytocin receptor. AID 2435. CHO-OTR cells, Fluo-8 calcium fluorescence; normalized: DMSO 0%, oxytocin 100%. P30559. activation, % at 3 µM. 320,000 tested, 0.32% active;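 active = activation above the mean of all tested compounds plus 3 SD, cutoff set per screening run, cut at about 20% in these data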;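 note: peak over basal fluorescence ratio from a 100 s FLIPR kinetic read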
MEKK2 mut-MEK5 – signal of MEK5 binding to mutant human MEKK2 PB1 domain; bead flow cytometry, Alexa488-MEK5 binding to MEKK2 mutant; percent response, % at 10 µM; 290,000 tested, 0.35% active; in the data active = percent response above about 24%, passing the limit was not always enough; note: inactives centre near 1; some results filed as inactive read as strong as hits; reference of the scale not given here
MEKK2wt PB1 HTS – raises or lowers MEK5 binding to wildtype human MEKK2 PB1 domain; Q9Y2U5; 290,000 tested, 1.1% active; binding response (% of control), % at 10 µM; bead flow cytometry, Alexa488-MEK5 binding to MEKK2 WT; actives lie on both sides; in the data active = binding response below about 67% or above about 130%
V1R ag counter – activates human V1a receptor in oxytocin agonist counter-screen. activation, % at 3 µM. P37288. AID 2797. 320,000 tested, 0.25% active. CHO-V1R cells, Fluo-8 calcium fluorescence, agonist mode; 0% DMSO, 100% 3 nM vasopressin;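 active = activation above the mean activation of all tested compounds plus 3 SD, per screening run, cut at about 20% in these data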;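 note: signal is peak over basal fluorescence ratio across a 100 second FLIPR read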
* = called active by the depositor; . = not tested or not shown; [ ] = dose if it differs, or a comment.

Value order – GPR7 antag	NALP1 inh	MEKK2wt PB1 HTS	PHOSPHO1 block	V1R ag counter	MEKK3 PB1 HTS	MEKK2 mut-MEK5	OXTR ag	GalR3 antagonist
CC(C(=O)O)n1c(C(F)(F)F)nc2ccccc21 (configuration not stated)
→ -2.6	4.8	105.0	2.1	1.5	103.0	5.0	1.2	-2.9
CCN(C(=O)COC(=O)c1ccc(N2C(=O)c3ccccc3C2=O)cc1)C1CCS(=O)(=O)C1 (configuration not stated)
→ -8.7	7.8	99.0	43.6	1.4	103.0	-1.0	0.8	-2.3
COc1cccc(CNC(=O)C(=O)NCC2OCCCN2S(=O)(=O)c2cc(C)ccc2C)c1 (configuration not stated)
→ 7.4	6.6	107.0	56.2	8.0	104.0	8.0	1.5	-5.3
COc1cccc(/C=N/NC(=O)COc2cccc3cccnc23)c1O
→ 0.7	4.1	95.0	16.8	-0.1	99.0	-3.0	-0.7	3.4
Cc1nn2c(C)nc3sc4c(c3c2nc1=O)CC(C)(C)OC4
→ -1.6	-14.1	92.0	0.1	-0.5	93.0	-6.0	-1.2	3.5
CCOC(=O)c1ccc(-n2c(C)nc3c(cnn3-c3ccccc3C)c2=O)cc1
→ -12.2	34.4	107.0	-14.1	0.0	107.0	15.0	0.4	7.1
COc1cccc(CCNC(=O)c2cccc(NC(=O)C3=C(C)OCCS3)c2)c1
→ -1.8	11.8	102.0	37.5	5.4	100.0	-1.0	3.6	-5.3
Cc1c(NC(=O)C(C)OC(=O)c2cc3c4ccccc4n(C)c3s2)c(=O)n(-c2ccccc2)n1C (configuration not stated)
→ 7.2	11.0	97.0	7.0	-1.0	100.0	1.0	-2.8	0.2
C=C(C)C1Cc2c(C)nn(-c3cccc4ccccc34)c2C1 (configuration not stated)
→ -8.7	2.0	96.0	-4.2	0.3	102.0	1.0	-0.6	-5.8
Cc1ccc(C(=O)CC2SC(N)=NC2=O)cc1 (configuration not stated)
→ 20.4	27.0	106.0	3.5	-0.1	101.0	3.0	1.1	-8.2
CCCOc1cc(C)c(S(=O)(=O)N2CCOCC2)cc1C
→ -9.2	36.9	106.0	0.3	-1.5	104.0	0.0	-2.4	.
Cc1cccc(C)c1NC(=O)Nc1ccc2c(c1)OCO2
→ -2.7	20.0	99.0	-14.1	0.2	102.0	-39.0	-0.5	1.6
O=C(Nc1nccs1)c1ccc(-c2ccc([N+](=O)[O-])cc2)o1
→ -1.7	32.1*	96.0	36.7	-0.3	112.0	-8.0	-1.5	-7.5
COc1cc(C(=O)NCc2nnc(SCC(=O)NCc3ccccc3)o2)cc(OC)c1OC
→ -13.5	10.1	106.0	13.8	-0.2	101.0	0.0	-0.9	-1.8
CCOc1ccc(NC(C)c2cc(Cl)ccc2O)cc1 (configuration not stated)
→ -1.6	34.2	99.0	10.6	-0.4	100.0	2.0	-1.9	-0.2
O=c1cc(O)nc(SCc2ccc(Cl)cc2)[nH]1
→ -5.7	4.6	100.0	6.0	0.0	98.0	-4.0	-0.5	0.6
COc1cccc(NC(=O)Cn2nnc(-c3ccccc3N)n2)c1
→ -2.6	-8.8	87.0	1.7	1.5	89.0	-4.0	4.0	0.7
CCOC(=O)Cc1ncccc1C(=O)Nc1ccc(Oc2ccccc2)cc1
→ -4.3	-1.7	93.0	-102.2	0.8	97.0	-4.0	1.5	-2.1
OC(CN1C2=NCCCN2c2ccccc21)c1ccc(Br)cc1 (configuration not stated)
→ 13.8	-4.9	110.0	21.5	1.3	102.0	13.0	-0.2	-0.4
COc1ccc(-c2nc3c(-c4ccc(Cl)cc4)cnn3cc2C)cc1F
→ -16.5	6.1	103.0	23.9	1.0	104.0	1.0	-0.5	-2.2
Cc1cc(C(=O)N=Nc2c(O)n(C(C)C)c3ccccc23)n[nH]1
→ -4.7	-12.5	107.0	15.9	0.2	110.0	7.0	-1.8	-4.5
NC(=O)CSc1nnc(-c2ccccn2)n1N
→ -6.7	.	96.0	17.7	-0.4	100.0	-3.0	0.6	-2.8
Cc1ccc(C(=O)N2C(=O)C(c3ccccc3)Oc3ccccc32)cc1 (configuration not stated)
→ -12.4	2.9	103.0	-4.4	0.7	100.0	-5.0	-0.6	-5.8
CCCOC(=O)c1ccc(NC(=O)c2ccoc2C)cc1
→ 5.8	30.3	97.0	-11.6	-0.8	96.0	-1.0	1.3	-7.2
CS(=O)(=O)CC(=O)Nc1ccc2nc3n(c(=O)c2c1)CCCCC3
→ -7.1	2.3	106.0	15.9	0.7	106.0	4.0	0.1	-7.4
Cc1c(NC(=O)COC(=O)C(c2ccc(Cl)cc2)C(C)C)c(=O)n(-c2ccccc2)n1C (configuration not stated)
→ 3.3	23.3	107.0	-11.5	0.6	111.0	3.0	1.4	-1.5
COc1ccc(-c2cn3cccnc3n2)cc1NC(=O)C(C)Oc1ccccc1 (configuration not stated)
→ -10.5	7.4	97.0	35.5	0.9	101.0	1.0	-0.1	1.6
CCOC(=O)N1CCN(CCC(=O)Nc2cc(C)ccc2C)CC1
→ 15.3	23.9	101.0	29.1	2.0	99.0	-4.0	0.2	-2.8
Cc1cc(F)ccc1NC(=O)Nc1ccc2c(c1)OCO2
→ 3.5	18.1	106.0	12.5	1.1	104.0	3.0	0.2	0.6
Cn1c(=O)c2c(nc(-c3ccccc3)n2C)n(Cc2ccccc2)c1=O
→ 2.7	16.7	98.0	-4.4	0.3	100.0	0.0	-1.7	-9.0

Ordered by molecular weight (lowest first): some entries from above.
Value order – GPR7 antag	NALP1 inh	MEKK2wt PB1 HTS	PHOSPHO1 block	V1R ag counter	MEKK3 PB1 HTS	MEKK2 mut-MEK5	OXTR ag	GalR3 antagonist
Cc1ccc(C(=O)CC2SC(N)=NC2=O)cc1 (configuration not stated)
→ 20.4	27.0	106.0	3.5	-0.1	101.0	3.0	1.1	-8.2
CCCOc1cc(C)c(S(=O)(=O)N2CCOCC2)cc1C
→ -9.2	36.9	106.0	0.3	-1.5	104.0	0.0	-2.4	.
O=C(Nc1nccs1)c1ccc(-c2ccc([N+](=O)[O-])cc2)o1
→ -1.7	32.1*	96.0	36.7	-0.3	112.0	-8.0	-1.5	-7.5
COc1cccc(NC(=O)Cn2nnc(-c3ccccc3N)n2)c1
→ -2.6	-8.8	87.0	1.7	1.5	89.0	-4.0	4.0	0.7
COc1ccc(-c2cn3cccnc3n2)cc1NC(=O)C(C)Oc1ccccc1 (configuration not stated)
→ -10.5	7.4	97.0	35.5	0.9	101.0	1.0	-0.1	1.6

Remaining list, next part
Value order – GPR7 antag	NALP1 inh	MEKK2wt PB1 HTS	PHOSPHO1 block	V1R ag counter	MEKK3 PB1 HTS	MEKK2 mut-MEK5	OXTR ag	GalR3 antagonist
Cc1c(NC(=S)SCc2ccccc2)c(=O)n(-c2ccccc2)n1C
→ -4.3	1.1	98.0	21.9	0.9	108.0	-1.0	-1.2	-7.3
Clc1ccc(CNc2ccccn2)cc1
→ -7.9	14.2	96.0	22.0	0.5	99.0	-2.0	-1.5	-2.2
Cc1ccc(OCCCSc2n[nH]c(N)n2)cc1
→ -11.0	-15.4	105.0	2.3	-0.2	103.0	4.0	-1.2	0.4
CCOC(=O)COc1ccccc1/C=N\NC(=O)c1cc2c(ccc3ccccc32)o1
→ -4.8	14.1	97.0	-6.7	.	103.0	-2.0	.	-6.7
O=C(O)c1cccc(S(=O)(=O)Nc2ccccc2-c2ccccc2)c1
→ -5.4	-13.4	96.0	24.7	-0.3	98.0	-1.0	-0.9	-2.5
CCOc1ncccc1C(=O)Nc1ccc(-c2ccc3nnc(C)n3n2)cc1
→ -6.9	10.5	102.0	12.3	0.2	111.0	-2.0	0.3	3.6
COCCCn1c(=O)c2ccccc2n(Cc2ccccc2)c1=O
→ -21.0	-1.4	99.0	44.7	-1.1	99.0	1.0	-1.1	-4.3
COc1ccc(C(=O)Oc2ccc(/C=N/O)cc2)cc1
→ 6.0	14.1	89.0	8.8	2.0	85.0	-14.0	1.6	-5.5
CCn1c2ccccc2c2cc(NC(=O)COC(=O)c3ccccc3O)ccc21
→ 6.1	9.0	101.0	26.0	-0.4	106.0	2.0	-0.2	-4.6
COc1ccc(OC)c(NC(=O)c2ccc(-c3cccs3)cc2)c1
→ 5.4	23.9	100.0	34.1	-1.1	106.0	-4.0	-1.1	-2.9
O=C(/C=C/c1ccc2c(c1)OCO2)NCCSCc1ccc(Cl)cc1Cl
→ -5.4	4.5	.	-5.9	.	.	.	.	-5.0
CC(=O)N1N=C(c2cccc([N+](=O)[O-])c2)OC1(C)CC(=O)Nc1ccccc1 (configuration not stated)
→ -3.8	12.8	115.0	-8.6	-0.6	103.0	11.0	-1.7	-1.0
O=C1CC(Nc2ccc(N3CCOCC3)cc2)C(=O)N1Cc1ccccc1 (configuration not stated)
→ -10.3	3.3	108.0	-7.1	1.5	98.0	6.0	-0.1	-1.8
CC1CCCN(C(=S)SCC(=O)c2cc(Br)cc(Br)c2O)C1 (configuration not stated)
→ -3.0	-7.0	84.0	-4.9	1.6	100.0	-9.0	2.0	0.4
Cc1c([N+](=O)[O-])c([N+](=O)[O-])nn1CC(=O)N1CCCCC1
→ -4.4	13.2	104.0	-4.6	-0.2	108.0	-1.0	0.9	-4.4
COCCCNC(=O)CN1C(=O)COc2ccc(S(=O)(=O)N3CC(C)CC(C)C3)cc21 (configuration not stated)
→ -6.2	0.8	106.0	31.5	-1.7	107.0	5.0	-1.4	0.4
CCn1c(-c2ccccc2)csc1=Nc1ccc(S(=O)(=O)O)cc1
→ 5.3	23.4	97.0	0.8	-0.5	98.0	-2.0	0.0	-5.0
CC(=O)NCc1ccc(-c2nc3ccccc3s2)cc1
→ 4.8	1.9	102.0	42.8	-0.1	98.0	2.0	1.4	-5.4
Cc1cccn2c(=O)c(/C=C(\C#N)S(=O)(=O)c3ccccc3)c(N3CCN(c4ccccc4)CC3)nc12
→ -7.4	8.0	90.0	29.0	0.8	95.0	-12.0	-0.8	3.8
Cc1ccc(OCC(=O)OCC(=O)c2ccccc2)cc1C
→ -6.1	16.7	105.0	9.6	0.5	107.0	7.0	-0.5	-1.2
COc1cc(NC(=O)C2CCCO2)c(OC)cc1NC(=O)c1ccccc1 (configuration not stated)
→ -3.1	-0.5	97.0	-7.0	-0.2	102.0	4.0	-0.7	-0.8
COc1ccc(-n2c(CCc3ccccc3)nnc2SCC(=O)NCc2ccccc2)cc1
→ 9.0	11.0	101.0	37.6	0.0	103.0	1.0	-1.5	1.0
COc1cccc(NC(=S)N2CCN(c3ccc([N+](=O)[O-])cc3)CC2)c1
→ -1.7	10.5	60.0*[inhibitor]	-0.4	7.0	60.0*[inhibitor]	-16.0	5.8	-5.9
CCc1cccc(OCCn2ccnc2)c1
→ 5.5	-29.6	108.0	19.7	0.2	107.0	-1.0	-0.3	1.5
CN(C)C(=O)CN1C(=O)C2CCCCN2C(=O)c2ccccc21 (configuration not stated)
→ -14.0	7.7	103.0	-1.5	0.6	102.0	0.0	-0.1	3.2
CCC(C)N(C(=O)COC(=O)CSc1ccc([N+](=O)[O-])cc1)C1CCS(=O)(=O)C1 (configuration not stated)
→ -13.8	8.5	108.0	7.5	.	100.0	3.0	.	-2.1

Source: PubChem (several laboratories)

Rows are unselected, and some 5.4% of all compounds hit somewhere here.
